Source: PubChem (National Center for Advancing Translational Sciences (NCATS))
Sm TGR inh: S. mansoni TGR enzyme inhibition; Q962Y6; purified TGR, DTNB reduction, TNB absorbance 405 nm; Potency, µM (doses to about 114 µM), for the others: at the top dose activity change, negative = inhibition, actives largely listed as inhibitors; 3% of 360,000 active; AID 485364; note: potency is the fitted concentration of half-maximal effect; nearly all actives have a fitted effect of over 60% in size
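TGR 20 nM + NADPH 100 uM (dispensed conc.), cpd preinc 15 min RT; start with NADPH (500 uM addition) then DTNB (15 mM addition). Kinetic TNB absorbance, 405 nm filter. Four-parameter Hill fit across titration.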
AmpC inh detg: blocks E. coli AmpC beta-lactamase in detergent assay | Potency, µM (top dose mostly 114 µM), for inactives: at the top dose activity change, negative = inhibition, most hits filed as inhibitors | AmpC hydrolysis of nitrocefin, absorbance 480 nm, 0.01% Triton | 0.041% of 370,000 active | AID 485294;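 note: potency is the fitted concentration of half-maximal effect; 0% = no-compound wells and -100% = no-enzyme wells; nearly all actives have a fitted effect of over 25% in size; some results filed as inactive show a strong effect at the top dose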
Target sequence (P00811 whole entry, looked up): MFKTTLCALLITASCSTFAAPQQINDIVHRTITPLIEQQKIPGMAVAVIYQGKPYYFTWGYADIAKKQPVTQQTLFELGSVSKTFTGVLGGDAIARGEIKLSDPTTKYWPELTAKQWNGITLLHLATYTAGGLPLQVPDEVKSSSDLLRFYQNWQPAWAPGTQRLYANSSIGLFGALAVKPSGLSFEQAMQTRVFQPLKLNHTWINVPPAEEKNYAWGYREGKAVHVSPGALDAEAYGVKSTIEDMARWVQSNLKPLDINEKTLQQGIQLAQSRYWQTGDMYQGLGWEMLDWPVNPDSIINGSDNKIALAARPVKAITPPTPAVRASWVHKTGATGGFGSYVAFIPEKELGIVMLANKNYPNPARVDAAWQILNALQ
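AmpC (5.3 nM in the dispensed reagent) in 20 mM phosphate pH 7.0 with 0.01% (detergent screen) or 0.0001% Triton X-100 was preincubated with compounds for 15 min at room temperature. Nitrocefin was then added from an 800 uM solution, and hydrolysis was followed at 480 nm.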
AMA1-RON2 inh: disrupts binding of P. falciparum AMA1 to RON2 | Potency, µM (doses to about 58.2 µM), inactives show at the top dose activity change, negative = inhibition, hits mostly inhibitors | 0.2% of 360,000 active | AlphaScreen AMA1-biotinylated RON2 peptide binding;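 note: potency is the fitted concentration of half-maximal effect; 0% = vehicle wells and -100% = peptide control; nearly all actives have a fitted effect of over 45% in size; some results filed as inactive show a strong effect at the top dose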
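AMA1 (3D7) with his tag at 25 nM final met compounds first, then biotinylated RON2 peptide at 25 nM; detection used donor plus acceptor beads, 10 µg/mL apiece, read by AlphaScreen after 30 min at room temperature.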
AmpC no deterg: blocks E. coli AmpC beta-lactamase in detergent-free assay | AmpC nitrocefin hydrolysis, absorbance 480 nm, 0.0001% Triton | Potency, µM (top dose mostly 57.1 µM), inactives show at the top dose activity change, negative = inhibition, hits mostly inhibitors | P00811 | 0.52% of 330,000 active;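 note: potency is the fitted concentration of half-maximal effect; plate controls were no compound for no effect and no enzyme for full effect; nearly all actives have a fitted effect of over 20% in size; some results filed as inactive show a strong effect at the top dose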
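20 mM phosphate pH 7.0 + 0.01% (detergent screen) or 0.0001% Triton X-100; 5.3 nM AmpC reagent; cpd preinc 15 min RT; nitrocefin (800 uM stock) to start; A480 q20 s × 4 min; Activity was normalised to no-enzyme and no-compound control wells.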
FBPA Giardia inh: inhibitors of Giardia lamblia fructose-1,6-bisphosphate aldolase; Potency, µM (highest dose often 59.6 µM), without a hit: at the highest dose activity, negative = inhibition, actives largely listed as inhibitors; 0.71% of 290,000 active; purified Giardia FBPA; A8B2U2; AID 2451; note: potency is the fitted concentration of half-maximal effect; nearly all actives have a fitted effect of over 55% in size
Target sequence (A8B2U2 whole entry, looked up): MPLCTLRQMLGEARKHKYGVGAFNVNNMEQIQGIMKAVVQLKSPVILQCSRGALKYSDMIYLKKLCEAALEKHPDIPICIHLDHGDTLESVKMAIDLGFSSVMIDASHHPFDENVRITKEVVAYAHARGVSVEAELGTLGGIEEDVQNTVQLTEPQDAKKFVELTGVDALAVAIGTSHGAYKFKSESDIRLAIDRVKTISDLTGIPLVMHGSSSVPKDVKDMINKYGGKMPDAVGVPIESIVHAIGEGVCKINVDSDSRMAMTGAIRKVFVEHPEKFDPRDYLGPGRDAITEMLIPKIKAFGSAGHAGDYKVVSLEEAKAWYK
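40 nM FBPA preincubated 10 min at RT with compound (up to 57.5 uM final), then substrate plus GAPDH/TPI/NAD/arsenate coupling and diaphorase/resazurin added. Fluorescence read after 20 min at RT, 525/598 nm.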
HCMV antiviral: blocks human cytomegalovirus replication; 4.5% of 410,000 active; HFF cells, HCMV-luciferase reporter, 72 h; active compounds read low; activity change, negative = inhibition, % at 57.5 µM; AID 1259415; in the data active = activity change below about -60%; inconclusive = no clear call, values can overlap the other calls; inactive = above about -39%
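Compounds were evaluated in HFFs infected with an HCMV luciferase reporter virus (MOI 1 PFU/cell). Luciferase in lysates collected 72 h post infection served as the replication measure.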
* = called active by the depositor; ? = inconclusive; . = no result given; & = joins results of further samples; [ ] = remark or other dose. Unless noted, calls come from the whole dose curve; as a rule, active = well fitted curve in the direction sought with a large enough effect; inconclusive = small, poorly fitted or top-dose-only effect, or another doubt; inactive = no such curve, though single readings can be large; an effect the other way counts as inactive or inconclusive. Unless noted, % is set by controls: 0 for no effect and ±100 for the full control effect. Rows were taken by chance; any-hit rate near 7.8%.

SMILES | Sm TGR inh | AmpC inh detg | AMA1-RON2 inh | AmpC no deterg | FBPA Giardia inh | HCMV antiviral
O=CNNC(=O)c1cccc([N+](=O)[O-])c1 | -4% | ? | 37%[activator] | 1% | 2% | 58
c1ccc(-n2c(-c3ccncc3)nnc2-c2cccs2)cc1 | -25% | -8% | 15% | -13% | 5% | -26
Cc1cccc(OCCOCCn2c(-c3ccc(Cl)cc3)nc3ccccc3c2=O)c1C | 2% | 16% | . | . | . | 37
CC1CC2(CCCC2)N(C(=O)N(C)C)c2ccc(F)cc21 (centres undefined) | -30% | -4% | -1% | 17% | 16% | -32
O=C(/C=C/c1ccc(OCCCF)cc1)Nc1ccnc(-c2ccncc2)n1 | -2% | ? | -5% | -25% | 1% | ?
COc1ccc(-c2nc(CSCC(=O)N3CCN(c4cc(Cl)ccc4C)CC3)c(C)o2)cc1 | -10% | -13% | . | . | . | -80*
O=C(COc1ccc(F)cc1Br)NCCCN1CCCC1=O | . | . | 4% | -8% | . | 18
CC(=O)Nc1ccc(S(=O)(=O)NCCCc2ccccc2)cc1 | 4% | -4% | -1% | -22% | 15% | -29
CCOCC(=O)Nc1cccc(Br)c1 | 3% | -10% | 4% | -27% | 15% | -7
c1ccc(CN2CCN(C(c3ccccc3)c3ccccc3)CC2)cc1 | 4% | 0% | ? | 4% | -24% | 13
O=C(Nc1ccccc1-c1ccccc1)NC1CCN(C(=O)N2CCOCC2)CC1 | -7% | -13% | -3% | 0% | -1% | -4
Cc1ccc(S(=O)(=O)c2cnc(-c3ccccc3)nc2N2CCCCC2)cc1 | . | 7% | 0% | -1% | 1% | ?
CCOc1ccccc1NC(=O)CN(c1ccc(OC)cc1)S(=O)(=O)c1c(C)[nH]c(=O)[nH]c1=O | -14% | -2% | 0% | -7% | . | -31
CCOC(=O)C1=C(C)Nc2ccc(C)cc2S1 | 11% | -14% | -11% | -14% | -21% | -19
O=C(Cc1ccccc1)NCCN1CCCC1 | 0% | ? | 16% | -7% | -12% | -22

The list goes on; it opens with the 2 that closed the last part.
SMILES | Sm TGR inh | AmpC inh detg | AMA1-RON2 inh | AmpC no deterg | FBPA Giardia inh | HCMV antiviral
CCOC(=O)C1=C(C)Nc2ccc(C)cc2S1 | 11% | -14% | -11% | -14% | -21% | -19
O=C(Cc1ccccc1)NCCN1CCCC1 | 0% | ? | 16% | -7% | -12% | -22
COc1ccc(-n2c(SC(C)C(=O)N3CCOCC3)nc3ccccc3c2=O)cc1 (centres undefined) | 1% | -11% | 8% | -22% | . | -17
O=C(NC(Cc1ccccc1)C(=O)O)/C(=C/c1cccc([N+](=O)[O-])c1)NC(=O)c1cccc(Br)c1 (centres undefined) | 0% | -7% | -7% | -23% | 9% | 0
CCN(C(=O)COC(=O)CNS(=O)(=O)c1ccccc1)c1ccccc1 | 3% | ? | -5% | -23% | 1% | 9
Cn1c(-c2ccc3c(c2)OCO3)c(C(=O)O)c(=O)c2ccccc21 | 7% | -9% | 24% | -17% | 1% | -1
Cc1ccc(-c2n[nH]c(=O)c3ccccc23)cc1N | 6% | -14% | ? | -17% | 3% | -6
COc1cc(NC(=O)c2cnc3c(-c4ccc(F)cc4)c(C)nn3c2C)cc(OC)c1 | -10% | 2% | . | . | . | -9
Cn1c(SCc2ccc3c(c2)OCO3)nnc1-c1ccccc1 | -1% | -12% | -4% | -10% | 3% | 1
CCCCn1c(N)c(N(CCOC)C(=O)c2oc3ccc(OCC)cc3c2C)c(=O)[nH]c1=O | 2% | -11% | -7% | 38% | . | -15
CCOC(=O)c1nc(Nc2ccc(C(C)=O)cc2)c2ccccc2n1 | -1%&12% | -5%&4% | -1% | -31% | -7% | -3&-7
CSc1nc2ccc(NC(=O)c3c(F)cccc3F)cc2s1 | -11% | 0% | -6% | -52% | -13% | 34
Cc1nn(-c2ccccc2)c(N)c1C1(O)C(=O)N(C(C)C)c2ccccc21 (centres undefined) | -13% | -11% | -12% | -38% | -5% | -36
Nc1nc(OCc2ccccc2)c2[nH]cnc2n1 | . | . | -1% | . | 3% | -73*
CCCc1nnc(SCC(=O)N2CCCC(C)C2)n1CCOC (centres undefined) | 3% | 3% | 7% | -5% | 1% | 0
Cc1ccc2nnc(Cl)n2n1 | -6% | -1% | 5% | ? | 2% | -26
CCN(CC)S(=O)(=O)c1ccc(OC)c(NC(=O)CSc2cc(C)ccc2C)c1 | 0% | -11% | 2% | -41% | -7% | -6

Taken from above:
Reading of COc1cc(NC(=O)c2cnc3c(-c4ccc(F)cc4)c(C)nn3c2C)cc(OC)c1 under Sm TGR inh: -10%
Reading of CCCCn1c(N)c(N(CCOC)C(=O)c2oc3ccc(OCC)cc3c2C)c(=O)[nH]c1=O under AmpC no deterg: 38%
Reading of CCOC(=O)c1nc(Nc2ccc(C(C)=O)cc2)c2ccccc2n1 under AMA1-RON2 inh: -1%

The listing continues:
SMILES | Sm TGR inh | AmpC inh detg | AMA1-RON2 inh | AmpC no deterg | FBPA Giardia inh | HCMV antiviral
CC(C)CC(c1nnnn1Cc1cccs1)N1CCN(c2nc3ccccc3s2)CC1 (centres undefined) | 5% | 8% | -14% | -24% | 2% | ?
CC(C)c1cccc(C(C)C)c1NC(=O)COC(=O)c1ccc(OCC(=O)Nc2cccc(C(F)(F)F)c2)cc1 | -7% | -4% | -2% | -46% | -1% | 14
O=C1CC(C2CCCO2)C(=O)N1Cc1ccccc1 (centres undefined) | 2% | -2% | 27% | -4% | 3% | 46
O=C(COc1ccccc1)Nc1ccc(S(=O)(=O)Nc2ccccn2)cc1 | 14% | 5% | -23% | -35% | -1% | 3
O=C(CSc1ncc(C(F)(F)F)cc1Cl)N1CCN(S(=O)(=O)c2ccc3ccccc3c2)CC1 | -4% | -3% | 1% | -28% | -5% | -23
Cc1cc(C)cc(C(=O)NCC(=O)OCC(=O)NC2CCCc3ccccc32)c1 (centres undefined) | . | . | 4% | 76%[activator] | . | -3
O=c1cc(-c2ccccc2Cl)oc2c(NS(=O)(=O)c3cc(Cl)cc(Cl)c3O)ccc(O)c12 | -11% | -16% | 42%[activator] | -39% | -1%&1% | .
COC(=O)CC1C(=O)NCCN1C(=O)CSc1nnnn1-c1ccc(OC)cc1 (centres undefined) | 0% | 9% | -1% | -12% | 5% | ?
Cc1ccc2nc(-c3ccc(NC(=O)COC(=O)c4ccc([N+](=O)[O-])o4)cc3)sc2c1 | -17% | -7% | 5% | ? | 7% | ?
Cc1cccc(OCC(=O)O/N=C(\N)c2ccncc2)c1 | -7% | -4% | 0% | -4% | 6% | -19
Cc1ccc(CNC(=O)c2cc(-c3ccccc3)n(Cc3cc(C)no3)n2)cc1 | 4% | 3% | -3% | -17% | . | 1
Cc1occc1-c1nc(-c2ccccn2)no1 | 6% | -11% | -6% | -7% | 0% | 160
COc1ccc(CNCc2c(C(=O)O)c(C)n(Cc3ccccc3C)c2C)c(OC)c1 | -13% | -12% | . | . | . | 84
COc1cccc(OC)c1C(=O)Nc1ccc(S(=O)(=O)N2CCCCC2)cc1 | -7% | ? | 12% | 9% | -9% | 0
CC1CCN(S(=O)(=O)c2ccc3nc(-c4cccnc4)cc(C(=O)NCCCOC(C)C)c3c2)CC1 | 0% | 6% | . | . | . | 24
CCn1c(O)c(C=NC2CCCC2)sc1=S | 11% | -14% | -7% | -13% | -17% | 43
Clc1ccc(-c2n[nH]c3c2Cc2ccccc2-3)cc1Cl | 1% | -3% | . | -28% | 4% | .
O=C(C1=C(c2ccccc2)C(=O)c2ccccc2C1=O)c1ccccc1 | 11% | ? | ? | -6% | ? | -99*
COc1ccc(C2c3ccc(O)cc3Oc3ncn(Cc4ccco4)c(=N)c32)cc1OC (centres undefined) | -31% | -4% | -16% | 31% | 0% | ?
CCCNC(=O)NC(=O)COC(=O)c1oc2ccc(OCC)cc2c1C | 0% | -12% | -8% | -21% | 4% | 47
CC[C@]12c3[nH]c4ccccc4c3CCN1C(=O)C(CC(=O)NCCN1CCOCC1)C[C@@H]2C(=O)N1CCN(C(=O)C2CC2)CC1 (some centres undefined) | . | . | -3% | 43% | . | 8
COc1ccc(NC(=S)NCc2ccc(S(N)(=O)=O)cc2)cc1OC | 0% | 4% | -11% | -14% | -9% | 22
Cc1cccc(Oc2nc(-c3ccncc3)nc3ccccc23)c1 | -2% | -4% | -10% | 52% | 1% | 36
CSCCC(NC(=O)c1ccc(Cl)cc1Cl)C(=O)OC1CCCCC1=O (centres undefined) | -10% | -14% | -3% | -18% | . | -20
CN1CCN(C(=O)c2ccc(CN(c3ccccc3)S(=O)(=O)c3ccccc3)cc2)CC1 | 36% | -6% | -4% | 125%[activator] | 1% | ?
CC(=O)Nc1cccc2c1[n+]([O-])c(C)c(C)[n+]2[O-] | 0% | -5% | . | 3% | 25% | .
CCCCn1c(N)c(N(CC)C(=O)CCNC(=O)c2ccc(Cl)cc2)c(=O)[nH]c1=O | . | . | -2% | -19% | . | -9
COc1ccccc1-n1c(O)c(/C=N/N2CCCCC2)c(=O)n(-c2ccccc2OC)c1=S | -18% | -6% | 25% | 89%[activator] | -9% | 6
Cc1cc(C)c(S(=O)(=O)c2ccccc2)c(=O)[nH]1 | -1% | 3% | -4% | -9% | 9% | 6
COc1ccc(CC(=O)O/N=C(\N)c2ccc(Br)cc2)cc1OC | 11% | -18% | 13% | 8% | 5% | ?
Cc1ccc(CSc2nc3ccsc3c(=O)n2Cc2ccccn2)cc1 | -3% | -15% | -15% | -3% | 0% | -34
COc1ccc(C(=O)Cc2nnc(C)s2)c(OC)c1 | 1% | -8% | 2% | -4% | ? | -22
CCN(CC)CCCN=Cc1c(O)n(-c2ccccc2C)c(=O)c2ccccc12 | 13% | -4% | 12% | -12% | 0% | -33
CCCCc1ccc(NC(=O)CSc2nc(=O)n(CCN(CC)CC)c3c2CCCC3)cc1 | -3% | -10% | -10% | 93%[activator] | . | -23
O=C(Cc1ncc(C(F)(F)F)cc1Cl)NCc1ccco1 | 6% | -6% | 12% | -9% | -1% | ?
COc1ccc(/C=C2\Oc3cc(OCC(=O)N4CC(O)C[C@H]4C(=O)O)ccc3C2=O)cc1OC (some centres undefined) | -7% | ? | -6% | -20% | -9% | -10
COc1cc2c(cc1OC)C(C)N(C(=S)NC(=O)c1ccccc1)CC2 (centres undefined) | 0% | -13% | 43%[activator] | 111%[activator] | 8% | -61*
CCOc1ccc(N2C(=O)NC(Cc3c[nH]c4ccccc34)C2=O)cc1 (centres undefined) | -2% | 3% | -6% | -13% | 1% | 45
CCOc1ccc(NC(=O)CCNC(=O)c2ccco2)cc1 | -5% | -8% | 6% | -8% | 0% | -34
CCN(CC(=O)Nc1ccc(NC(C)=O)cc1)C(=O)Cc1coc2cc(C)c(C)cc12 | 3% | ? | 12% | -6% | . | -18
CN1CCN(c2ccc(C(F)(F)F)cc2N)CC1 | 10% | 7% | 10% | -11% | 4% | -9
O=C(Nc1cccc(OC(=O)N2CCOCC2)c1)N1CCOCC1 | -8% | ? | 11% | 2% | 1% | 2
